NPC1 prom act – NPC1 promoter activation | Huh7 NPC1 promoter luciferase reporter, 24 h | Potency, µM (doses to about 9.22 µM), for the others: top-dose activation, usual class: activators | 2.4% of 320,000 active;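 further: potency means the concentration at half of the fitted maximal effect; % of control where 0% means no effect; nearly all actives have a fitted effect of over 60% in size; reporter is driven by a mutant NPC1 promoter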
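Stably transfected Huh7 (NPC1 promoter→luciferase), 1500 cells/well in Opti-MEM + 10% FBS, 2 h settle, then compound 24 h at 37 °C. Luminescence after 10 min with Amplite reagent.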
p53 reactivator – mutant p53 re-activation in reporter cells. H1299 p53-A138V BP100-luciferase reporter, luminescence, 24 h. Potency, µM (highest dose often 92.2 µM), for inactives: at the top dose activity change, positive = activation, most hits filed as activators. 0.063% of 320,000 active; further: potency means the concentration at half of the fitted maximal effect; % of control where 0% means no effect; nearly all actives have a fitted effect of over 45% in size
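p53-null H1299 cells stably carrying temperature-sensitive p53-A138V and a BP100-luciferase reporter were pinned with compounds (4-point, 1:5 series) and held 24 hrs at 37 deg C. Luminescence was read 10 min after detection reagent.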
Giardia kill – kills Giardia lamblia | 0.15% of 340,000 active | AID 540267 | Giardia lamblia trophozoite viability | activity change, % at 7.66 µM, hits read low; in the data active means activity change below about -80%; inconclusive means between about -30% and that limit;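 further: parasites exposed to compound for two days anaerobically before the ATP read; on the % scale 0 is the no-effect control and ±100 the full control effect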
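Luminescence from cellular ATP indicates surviving trophozoites (100 cells/well) following 48 hrs anaerobic compound treatment at 37 deg C; signal develops 15-30 min at room temperature.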
PKM2 activator – activators of human pyruvate kinase M2 | AID 1631 | purified PKM2, Kinase-Glo ATP luminescence, activation; response scale: 0% is enzyme alone, no compound | Potency, µM (series often up to 57.5 µM), for inactives: at the highest dose activation, actives largely listed as activators | 0.34% of 260,000 active; further: potency means the concentration at half of the fitted maximal effect; on the % scale 0 is the no-effect control and ±100 the full control effect; nearly all actives have a fitted effect of over 55% in size
Target sequence (P14618 whole entry, looked up): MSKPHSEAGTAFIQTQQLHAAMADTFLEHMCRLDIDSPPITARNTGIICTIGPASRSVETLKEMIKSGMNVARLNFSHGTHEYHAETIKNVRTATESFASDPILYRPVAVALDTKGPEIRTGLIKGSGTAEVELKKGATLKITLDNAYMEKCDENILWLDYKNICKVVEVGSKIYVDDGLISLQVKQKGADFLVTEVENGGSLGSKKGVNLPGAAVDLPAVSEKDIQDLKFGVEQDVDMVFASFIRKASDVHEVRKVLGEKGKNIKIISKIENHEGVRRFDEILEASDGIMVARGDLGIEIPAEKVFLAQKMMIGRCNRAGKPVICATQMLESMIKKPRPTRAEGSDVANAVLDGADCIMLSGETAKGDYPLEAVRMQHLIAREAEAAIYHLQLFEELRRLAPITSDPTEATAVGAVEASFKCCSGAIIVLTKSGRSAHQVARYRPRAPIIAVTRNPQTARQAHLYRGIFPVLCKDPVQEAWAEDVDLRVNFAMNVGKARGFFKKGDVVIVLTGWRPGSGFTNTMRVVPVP
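ATP formation by purified human PK-M2, quantified via coupled luciferase luminescence after 1 h at room temperature with 0.1 mM ADP and 0.5 mM PEP final.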
VP16 counter – inhibits Gal4-VP16 luciferase reporter, ROR gamma counter-screen; 3.5% of 310,000 active; Potency, µM (highest dose often 53.6 µM), for inactives: at the highest dose activity, negative = inhibition, actives largely listed as inhibitors; Drosophila S2 Gal4-VP16 UAS-luciferase, luminescence, 20 h;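 further: Gal4-VP16 expression switched on by copper sulfate through the metallothionein promoter; potency means the concentration at half of the fitted maximal effect; on the % scale 0 is the no-effect control and ±100 the full control effect; nearly all actives have a fitted effect of over 50% in size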
Rab9 prom act – activates the Rab9 promoter; 2.8% of 320,000 active; AID 485297; Potency, µM (highest dose often 9.22 µM), without a hit: at the top dose activation, negative = inhibition, usual class: activators; Huh7 Rab9 promoter-luciferase reporter, luminescence, 24 h; further: potency means the concentration at half of the fitted maximal effect; % of control where 0% means no effect; nearly all actives have a fitted effect of over 60% in size
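Quantitative HTS format; Huh7 Rab9-luciferase reporter cells (1500/well) receive compound 2 h post-plating, incubate 24 h at 37 °C, then get luciferase reagent for 10 min before luminescence reading.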
Menin-MLL TR inh – menin-MLL binding inhibition, Texas Red mutant peptide; Potency, µM (series often up to 61.6 µM), inactives show top-dose FP activity change, negative = inhibition, usual class: inhibitors; O00255; Menin + Texas Red MLL mutant peptide, fluorescence polarization; 0.23% of 270,000 active; AID 1768; active means well fitted inhibition curve with a large enough effect in the polarisation, with a control signal flat, not every such curve was filed as active; inconclusive means small, poorly fitted or top-dose-only effect, or effect the other way, or a change in a side signal; inactive means no such curve, though single readings can be large or run the other way; the % refers to the polarisation; further: potency means the concentration at half of the fitted maximal effect; % of control where 0% means no effect; many of its hits are not listed in these tables
RORg inh – blocks mouse ROR gamma transcriptional activity; Potency, µM (top dose mostly 53.6 µM), without a hit: at the highest dose activity change, negative = inhibition, most hits filed as inhibitors; P51450; Drosophila S2 Gal4-RORgamma UAS-luciferase reporter, 20 h; 5.4% of 310,000 active; further: potency means the concentration at half of the fitted maximal effect; on the % scale 0 is the no-effect control and ±100 the full control effect; nearly all actives have a fitted effect of over 60% in size
Target sequence (P51450 whole entry, looked up, the tested form may be a part): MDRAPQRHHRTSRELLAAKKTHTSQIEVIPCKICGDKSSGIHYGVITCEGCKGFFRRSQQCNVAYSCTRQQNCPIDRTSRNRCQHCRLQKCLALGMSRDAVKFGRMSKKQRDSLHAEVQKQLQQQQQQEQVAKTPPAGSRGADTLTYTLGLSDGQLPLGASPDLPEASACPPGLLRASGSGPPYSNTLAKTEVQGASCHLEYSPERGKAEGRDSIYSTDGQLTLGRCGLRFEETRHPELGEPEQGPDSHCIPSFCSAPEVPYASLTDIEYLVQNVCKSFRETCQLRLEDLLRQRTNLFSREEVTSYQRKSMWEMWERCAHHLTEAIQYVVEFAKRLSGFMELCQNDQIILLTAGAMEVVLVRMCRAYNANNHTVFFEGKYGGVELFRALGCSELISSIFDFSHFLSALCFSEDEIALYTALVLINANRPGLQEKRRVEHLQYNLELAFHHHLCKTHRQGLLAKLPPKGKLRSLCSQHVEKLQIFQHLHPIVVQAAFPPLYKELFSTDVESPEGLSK
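Stable Schneider cell line, Gal4 DNA-binding domain fused to ROR gamma, UAS-luciferase. Cmpd 1 hr RT → CuSO4 700 uM final → 20 hr RT → luciferase reagent 10 min → luminescence.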
ELG1 genotoxic – genotoxicity induction in ELG1-luciferase HEK293T cells. 1.3% of 330,000 active. HEK293T ELG1-luciferase reporter, luminescence, 16 h. Potency, µM (titrated, usually from 46 µM), for the others: at the top dose activity change, positive = activation, actives largely listed as activators; further: potency means the concentration at half of the fitted maximal effect; % of control where 0% means no effect; nearly all actives have a fitted effect of over 60% in size
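Step 1: seed 2,000 HEK293T ELG1-luciferase cells per well. Step 2: add compound or DMSO, incubate 16 hr at 37 °C. Step 3: ONE-Glo, 30 min at room temperature, read luminescence.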
FLuc counter – firefly luciferase modulation, counter-screen for miR-21 project. P08659. purified FLuc, Km substrates, luminescence inhibition. Potency, µM (series often up to 57.5 µM), without a hit: at the highest dose activity change, negative = inhibition, most hits filed as inhibitors. 6.9% of 360,000 active. AID 588342;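 further: potency means the concentration at half of the fitted maximal effect; plate controls were vehicle for no effect and reference inhibitor for full effect; nearly all actives have a fitted effect of over 55% in size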
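Biochemical qHTS of compounds, final roughly 60 µM downward over six points, against 10 nM purified firefly luciferase using Km concentrations of substrates (10 uM D-luciferin, 10 uM ATP) in Tris acetate pH 7.5 buffer; luminescence output.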
BRCA1 expr act – increases BRCA1 expression | 1.1% of 380,000 active | MCF7-BRCA1-FFLuc reporter, luminescence, 48 h; response scale: scaled: vehicle 0%, 10 µM genistein 100% | Potency, µM (doses to about 46.1 µM), for inactives: top-dose activation, usual class: activators | AID 624202; further: potency means the concentration at half of the fitted maximal effect; nearly all actives have a fitted effect of over 80% in size; some results filed as inactive show a strong effect at the top dose
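Cells: MCF7-BRCA1-FFLuc, 2000/well. Exposure: 48 h, 37 °C, 5% CO2. Read: luminescence, 15 min post-substrate. Controls: genistein 10 microM (maximal activation), DMSO (neutral).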
Starred values were filed as active, the others as inactive; ? = inconclusive; · = no result given; & = joins results of further samples; [ ] = remark or other dose. Unless noted, the call rests on the fitted dose curve; in most records, active means well fitted curve in the direction sought with a large enough effect; inconclusive means small, poorly fitted or top-dose-only effect, or another doubt; inactive means no such curve, though single readings can be large; an effect the other way counts as inactive or inconclusive.

cpd	molecule	NPC1 prom act	p53 reactivator	Giardia kill	PKM2 activator	VP16 counter	Rab9 prom act	Menin-MLL TR inh	RORg inh	ELG1 genotoxic	FLuc counter	BRCA1 expr act
1	Nc1ccc2nc(NC(=O)C3CCCCC3)sc2c1	?	7.2%	-9.1	-0.8%	-14.0%	4.47µM*	?	-14.5%	20.6µM*	6.75µM*	?
2	COc1ccc(C(=O)c2c(C)c3ccccc3n2CC(O)CNC(C)C)cc1 (stereo not drawn)	-0.4%	-14.5%	-18.8	-14.5%	20µM*	-2.5%	-11.4%	7.94µM*	-1.1%	0.6%	-16.2%
3	CCN(CC(=O)Nc1ccc(OC)cc1)C(=O)CSCc1c(C)noc1C	-0.2%	13.8%	2.3	·	·	-0.2%	·	·	4.3%	2.4%	-4.3%
4	CCOc1ccc(OCCOCCNCCOC)cc1	-2.2%	4.3%	6.4	3.8%	-1.7%	1.7%	-24.1%	2.5%	-1.3%	-1.1%	-0.1%
5	CC(=O)N1CCSc2ccc(S(=O)(=O)N3CCC(C)CC3)cc21	-1.6%	-6.6%	10.8	·	?	-9.4%	·	13.9%	-9.2%	-0.6%	11.0%
6	O=c1c2cn[nH]c2nc(SCc2ccc3c(c2)OCCO3)n1-c1ccccc1	1.1%	-4.8%	-0.5	0.6%	?	-2.6%	59.7%[activator]	?	-12.0%	2.1%	-50.6%
7	Cc1nc2cc(NC(=O)N3CCN(c4ccccn4)CC3)ccc2o1	·	·	3.8	-0.6%	8.0%	·	13.3%	0.8%	·	-8.0%	5.3%
8	O=C(NNC(=S)NC1CC2C=CC1C2)c1ccncc1 (stereo not drawn)	-4.1%	1.0%	7.4	12.4%	-3.8%	-0.2%	·	-14.5%	1.1%	0.4%	0.0%
9	CCN(c1ccc(NC(=O)COC(=O)CCc2nc3ccccc3n2-c2ccccc2)cc1)C(C)C	1.0%	-3.4%	2.9	3.7%	?	-1.7%	-25.1%	13.3%	-1.2%	2.5%	-20.2%
10	CN(CC(=O)Nc1ccccc1Br)c1ncnc2sccc12	-2.8%	-4.8%	12.8	5.3%	?	0.2%	2.0%	?	-5.6%	-2.9%	-15.0%
11	FC(F)(F)c1nnc(N2CCN(c3ccc(Cl)cc3)CC2)s1	7.4%	-1.7%	-6.4	-2.8%	?	-2.8%	·	22.1%	-2.1%	-0.9%	-6.6%
12	CCN(CC)C(=O)C1CCCN(C/C(C)=C/c2ccccc2)C1 (stereo not drawn)	2.8%	-10.0%	5.8	2.9%	3.1%	3.9%	0.3%	-24.0%	-2.4%	-1.1%	-8.0%
13	Cc1nnc(SCC(=O)Nc2cc(C(F)(F)F)ccc2N2CCOCC2)o1	-3.8%	3.2%	-2.7	1.4%	4.8%	-8.4%	7.0%	17.4%	0.0%	-1.4%	-10.9%
14	COc1ccc(C(=O)Oc2cccnc2)cc1	-4.4%	4.8%	-9.3	0.6%	-5.8%	6.7%	6.8%	4.0%	-2.4%	-17.1%	-21.1%
15	COc1cc(NC(=O)c2csc(-c3ccncc3)n2)cc(C(=O)Nc2cccc(C(F)(F)F)c2)c1	3.4%	-0.5%	-5.7	-1.7%	3.7%	-6.1%	·	27.4%	-13.0%	?	-49.6%&-46.0%
16	CC(C)N1CC(C(=O)Nc2ccc(C#N)cc2)CC1=O (stereo not drawn)	1.5%	?	7.3	-0.2%[11.5 µM]	-2.7%	-0.7%	13.8%	-6.0%	-2.9%	-2.6%	0.8%
17	CCCCn1c(N)c(N(CCOC)C(=O)c2ccc3c(c2)C(=O)N(c2cc(C)ccc2C)C3=O)c(=O)[nH]c1=O	0.6%	2.9%	5.2	1.0%	0.8%	1.0%	·	-26.7%	-0.5%	0.5%	31.6%
18	COc1ccc2nc3ccccc3nc2c1NC(=O)c1ccc(Cl)cc1Cl	-1.9%	0.4%	-11.1	0.1%	-4.3%	-1.8%	-18.2%	2.1%	15.1%	0.1%	8.0%
19	COC(=O)C(C)Sc1n[nH]c(=S)s1 (stereo not drawn)	0.6%	2.3%	2.1	-5.1%	3.5%	1.4%	-4.8%	-16.0%	0.1%	2.3%	3.7%
20	Cc1ccc(CNC(=O)CSc2nnc3n2CCCCC3)cc1	-0.4%	6.2%	-22.2	·	·	-0.2%	·	·	0.9%	1.3%	-2.3%
21	CS(=O)(=O)N(CC(=O)NN=C1CCCCCC1)c1ccc(Oc2ccccc2)cc1	-0.6%	-5.2%	6.6	2.7%	-7.0%	0.3%	-12.0%	-0.3%	-2.1%	-6.8%	1.9%
22	Cc1cc(N2CCCCC2)c(F)cc1[N+](=O)[O-]	-4.0%	8.2%	-10.6	4.1%	-7.4%	-0.9%	11.6%	29.9%	4.2%	1.3%	12.9%
23	Cc1ccc(C(=O)N(CC(=O)NC2CCCC2)Cc2cccs2)s1	0.8%	-7.7%	-13.0	-2.8%	0.7%	3.0%	-4.9%	11.5%	-3.8%	0.6%	-6.5%
24	CC(=O)N1c2ccc(S(=O)(=O)N3CCCC3C(=O)NCc3ccccc3Cl)cc2CC1C (stereo not drawn)	-5.2%	·	2.9	-8.3%	-5.4%	7.5%	-9.3%	6.31µM*	0.1%	1.1%	-5.3%
25	CCN1C(=O)/C(=C/c2ccc(C)o2)N(C)C1=S	7.5%	?	-4.5	?	12.6µM*	10.2%	2.7%	?	3.1%	-15.7%	0.1%
26	Cc1ccc(S(=O)(=O)Oc2ccc(C(c3c(C)[nH][nH]c3=O)c3c(C)[nH][nH]c3=O)cc2)cc1	2.7%	18.7%	-25.4	-4.9%	2.9%	5.6%	?	-2.7%	1.4%	-2.4%	10.6%
27	COc1ccccc1C(=O)NCC(=O)OCC(=O)c1cccc2ccccc12	-0.1%	-0.8%	-3.3&14.0	·	·	0.1%	·	·	2.5%	-16.4%	9.9%&-14.8%
28	Cc1ccc2c(c1)NC(=O)C(CC(=O)Nc1ccc(Br)c(C)c1)O2 (stereo not drawn)	-1.2%	-1.9%	16.6	·	-2.5%	0.1%	?	3.0%	6.3%	-1.0%	-10.7%
29	CCc1ccccc1NC(=O)c1cc(-c2cccc(O)c2)on1	26.4%	6.0%	-17.6	-0.6%	5.0%	29.4%	-8.5%[11.7 µM]	-7.9%	?	-14.8%	96.9%
30	Cc1cc(C)c2c(c1)[C@@H]1C=CC[C@@H]1[C@H](c1ccc(S(=O)(=O)N3CCOCC3)cc1)N2	-0.7%	-10.8%	-11.0	0.5%	?	1.5%	?	-1.0%	2.1%	-1.8%	-26.6%
31	O=C(Nc1ccncc1)c1cc(-c2cccc(Br)c2)nc2ccccc12	3.3%	-6.0%	19.7	·	·	-7.0%	·	·	-17.6%	-26.9%	-86.3%
32	Cc1ccccc1CN1CCN(S(C)(=O)=O)CC1	0.4%	-6.9%	1.6	1.8%	-4.3%	0.6%	11.2%	-24.8%	2.8%	1.9%	-0.7%
33	CSc1ccccc1NC(=O)COc1ccc(S(=O)(=O)N2CCCC2)cc1	0.2%	-13.8%	0.1	21.0%	-0.8%	-5.0%	12.3%	30.8%	0.2%	4.3%	9.1%
34	CCSc1nnc2c(n1)OC=Nc1ccc(Br)cc1-2	-0.5%	2.7%	-6.6	6.2%	-13.9%	-4.9%	23.3%	-24.7%	4.6%	0.8%	-26.8%
35	CC(C)C(=O)c1cn(CC(=O)NCc2ccco2)c2ccccc12	-1.4%	25.7%	-4.9	0.0%	29.6%	21.9%	18.9%	44.3%	4.4%	-17.1%	70.8%
36	O=C(CNC(=S)N(Cc1ccccc1)Cc1cccnc1)NCCc1ccccc1	-0.9%	-4.2%	-8.8	-3.0%	-9.1%	-3.1%	-0.9%	31.2%	-3.1%	4.1%	-13.7%
37	COCCn1c(COc2cccc(OC)c2)nnc1SCC(=O)NC1CCCC1	2.4%	2.5%	0.0	-11.0%	-8.7%	-1.1%	7.2%	0.2%	-2.8%	-0.3%	-10.3%
38	CC(=O)c1c(C)[nH]c(C(=O)CN2C(=O)NC(C)(C)C2=O)c1C	0.5%	-2.7%	16.8	·	·	-2.1%	·	·	1.8%	-1.2%	-31.0%
39	CCCn1c(SCC(=O)Nc2ccc(OCC)cc2)nnc1C(C)C	1.1%	6.4%	-20.4	-2.2%	4.5%	0.4%	-1.2%	15.4%	-3.9%	-1.1%	19.9%
40	Cc1ccc(/C=C2\SC(=S)N(CCCC(=O)Nc3cccnc3)C2=O)cc1	-32.8%[inhibitor]	-31.1%[inhibitor]	-15.8	-3.2%	2.24µM*	-15.6%	·	6.31µM*	-7.0%	?	-98.3%
41	CC(/C=N/NC(=O)c1cc(-c2ccc(C)s2)[nH]n1)=C\c1ccccc1	-6.6%	4.1%	-14.4	-6.0%	-25.3%	1.2%	-1.2%	-29.9%	4.3%	?	-5.7%

Source: PubChem BioAssay (National Center for Advancing Translational Sciences (NCATS))

Only part of the results is shown (hit frequency here may not be typical).
